Screening data (PubChem BioAssay)
V1R ag counter – V1a receptor agonism, counter-screen for OXTR agonists; P37288; CHO-V1R cells, Fluo-8 calcium fluorescence, agonist mode; 0% DMSO, 100% 3 nM vasopressin; activation, % at 3 µM; 0.25% of 320,000 active; AID 2797;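 active = activation above the mean activation of all tested compounds plus 3 SD, per screening run, cut at about 20% in these data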;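 also: signal is peak over basal fluorescence ratio across a 100 second FLIPR read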
PHOSPHO1 inh – blocks human PHOSPHO1 phosphatase activity; Q8TCT1; recombinant PHOSPHO1, absorbance phosphatase assay; inhibition, % at 13.3 µM; 1.1% of 290,000 active; AID 1565; in the data active = inhibition above about 60%
Target sequence (Q8TCT1 whole entry, looked up): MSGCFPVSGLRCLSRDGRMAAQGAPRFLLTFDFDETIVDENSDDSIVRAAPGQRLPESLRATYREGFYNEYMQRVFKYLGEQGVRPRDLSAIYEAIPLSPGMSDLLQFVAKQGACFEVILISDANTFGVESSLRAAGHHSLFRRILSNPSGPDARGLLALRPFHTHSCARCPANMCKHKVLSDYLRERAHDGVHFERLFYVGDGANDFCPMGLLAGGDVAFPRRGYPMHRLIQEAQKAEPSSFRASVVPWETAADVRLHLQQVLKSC
GalR3 antag – blocks the human galanin receptor 3; HEK293 GalR3-CNG cAMP membrane potential fluorescence; galR3 body fused to GalR1 C-terminus; inhibition, % at 3 µM; 0.44% of 360,000 active; AID 651719;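 active = inhibition above the screen-wide average plus 3 SD, cut at about 13% in these data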;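 also: forskolin and galanin both at EC90 stimulate the cells; cAMP rise reported by CNG channel membrane potential dye signal; 0% = forskolin plus galanin with DMSO and 100% = forskolin alone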
Target sequence (O60755 1-299 limits assumed): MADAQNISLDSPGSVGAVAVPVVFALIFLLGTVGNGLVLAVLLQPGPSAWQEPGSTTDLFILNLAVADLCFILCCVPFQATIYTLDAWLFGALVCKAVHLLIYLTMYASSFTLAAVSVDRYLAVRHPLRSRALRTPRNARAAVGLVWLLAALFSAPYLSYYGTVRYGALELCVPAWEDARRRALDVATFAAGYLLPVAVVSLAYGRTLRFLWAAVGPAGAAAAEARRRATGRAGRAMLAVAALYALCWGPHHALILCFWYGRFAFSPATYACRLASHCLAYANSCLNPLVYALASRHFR
OXTR agonist – human OXTR agonism; CHO-OTR cells, Fluo-8 calcium fluorescence; normalized: DMSO 0%, oxytocin 100%; activation, % at 3 µM; 0.32% of 320,000 active; AID 2435;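 active = activation above the mean of all tested compounds plus 3 SD, cutoff set per screening run, cut at about 20% in these data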;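 also: peak over basal fluorescence ratio from a 100 s FLIPR kinetic read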
Target sequence (P30559 whole entry, looked up): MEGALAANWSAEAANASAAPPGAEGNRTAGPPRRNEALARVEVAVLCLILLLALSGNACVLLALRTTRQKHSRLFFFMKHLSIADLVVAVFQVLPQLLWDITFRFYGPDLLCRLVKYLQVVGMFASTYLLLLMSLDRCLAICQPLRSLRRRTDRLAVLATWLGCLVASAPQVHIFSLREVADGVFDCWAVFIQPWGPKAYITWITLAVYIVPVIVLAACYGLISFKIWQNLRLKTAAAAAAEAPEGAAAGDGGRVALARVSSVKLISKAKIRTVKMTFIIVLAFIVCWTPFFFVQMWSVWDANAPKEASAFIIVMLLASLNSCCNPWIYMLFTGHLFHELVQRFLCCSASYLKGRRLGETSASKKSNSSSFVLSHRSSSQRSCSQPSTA
FID counter – fluorescent intercalator displacement, NS3 helicase counter-screen | inhibition, % at 7.9 µM | 0.17% of 290,000 active | AID 1845 | DNA fluorescent intercalator displacement, fluorescence; in the data active = inhibition above about 37%;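 also: 0% = vehicle and 100% = reference compound; higher means more ethidium bromide displaced from hairpin DNA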
IMP-1 inhibitor – blocks Pseudomonas aeruginosa IMP-1 metallo-beta-lactamase; purified IMP-1, nitrocefin hydrolysis, epi-absorbance fluorescence; inhibition, % at 5.6 µM; 0.45% of 290,000 active;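 active = inhibition above the mean plus 3 SD of all compounds in the same screening run, cut at about 4.5% in these data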;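 also: 0% = IMP-1 with DMSO and 100% = DMSO wells lacking enzyme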
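Test system: recombinant IMP-1 enzyme, purified / Medium: HEPES buffer pH 7.1 with ZnSO4 and Brij 35 / Doses: single dose, 5.6 µM / Times: 25 °C, 15 min preincubation, 25 min reaction / Detection: Epi-absorbance via hydrolysed-nitrocefin quenching of white-plate fluorescence, 480/530 nm, EDTA stop / Evaluation: percent inhibition from optical density relative to buffer-blank wells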
VIM-2 inhibitor – blocks Pseudomonas aeruginosa VIM-2 metallo-beta-lactamase. 0.89% of 290,000 active. purified VIM-2, nitrocefin hydrolysis, epi-absorbance fluorescence. inhibition, % at 5.6 µM;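 active = inhibition above the mean of all tested compounds plus 3 SD, cutoff set per screening run, cut at about 7.5% in these data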;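 also: red hydrolysis product quenches plate fluorescence so inhibitors raise well fluorescence; 0% = enzyme with DMSO and 100% = DMSO without enzyme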
NS3 helicase inh – inhibitors of Hepatitis C virus NS3 helicase; NS3 helicase DNA unwinding, Cy5 molecular beacon fluorescence; inhibition, % at 10.9 µM; 0.56% of 290,000 active;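 active = inhibition above the mean of all tested compounds plus 3 SD, set per campaign, cut at about 35% in these data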;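 also: 0% = DMSO wells and 100% = thioflavine S control wells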
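Compound dosing – single dose, 10.9 µM nominal final, DMSO 0.8% final · System – NS3 helicase fragment of HCV · Buffer or medium – MOPS pH 6.5, MgCl2, DTT, Tween20, BSA · Signal – Cy5 beacon fluorescence read at start and 1 h · Also added – annealed dual-labelled DNA beacon duplex, ATP-started · Schedule – 1 h at 25 °C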
GPR7 antag – blocks human GPR7 receptor signaling | 1.1% of 290,000 active | inhibition, % at 4.4 µM | AID 1861 | P48145 | GPR7-expressing cells, fluorescence antagonist assay; in the data active = inhibition above about 16%, passing the limit was not always enough;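 also: cells stimulated with the agonist NPW; 0% = agonist with vehicle and 100% = vehicle without agonist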
* hit, by the source's call; / = no result given.

entry	structure	V1R ag counter	PHOSPHO1 inh	GalR3 antag	OXTR agonist	FID counter	IMP-1 inhibitor	VIM-2 inhibitor	NS3 helicase inh	GPR7 antag
1	CS(=O)(=O)c1ccc(N2CCN(c3ccccn3)CC2)c([N+](=O)[O-])c1	2.3	19	-8	1.7	-10	-3.5	-0.5	4	16
2	O=C(CSc1cn(Cc2cccc(F)c2)c2ccccc12)NCc1ccc(F)cc1	0.8	-1	/	-0.7	-1	0.1	-1.2	0	-10
3	COc1cc(/C=N/NC(=O)c2ccc(CSc3nc4ccccc4[nH]3)cc2)ccc1O	0.0	38	-2	-1.2	-12	-1.8	-5.7	20	16
4	C/C(=N\NC(=O)c1ccc(=O)[nH]n1)c1cccnc1	0.9	-3	-10	0.9	-4	-4.5	1.4	-5	3
5	COc1ccccc1Oc1ccc(S(=O)(=O)N2CCCC2)cc1	0.6	-7	/	0.1	-14	-2.9	0.8	-2	-5
6	COC(=O)c1sccc1NC(=O)Nc1ccccc1Cl	/	37	-2	/	-9	-2.3	-0.1	1	-14
7	COCCSc1nc(N)c(NC(=O)c2ccco2)c(=O)[nH]1	1.8	18	2	0.9	-6	-1.5	0.3	0	-17
8	O=S(=O)(/N=C(/Nc1cccc2ccccc12)c1ccccc1)c1ccc(F)cc1	-0.1	7	-7	-2.7	-35	-3.4	-0.8	-5	-1
9	Cn1ccsc1=NC(=O)c1ccc(S(C)(=O)=O)cc1	0.1	24	-1	1.4	1	-1.6	-1.4	-1	-18
10	CN(C)CCNc1nc(-c2ccco2)c2c(c1C#N)CC(C)(C)OC2	0.1	8	-7	0.6	2	-2.0	-1.8	-4	-14
11	O=[N+]([O-])c1cccc(/C=N/n2cnnc2)c1O	1.6	11	-8	1.1	3	-0.9	-0.4	13	-10
12	COc1ccc2c(c1)cc1c(=O)n(CC(=O)NC(C)CCc3ccccc3)nc(C)n12 (stereo unspecified)	0.6	29	-9	0.3	-3	0.5	0.2	-6	-8
13	Cc1c(NCc2cc(Cl)cc(Cl)c2O)c(=O)n(-c2ccccc2)n1C	-0.4	18	-3	-0.3	0	-1.4	-2.8	6	-1
14	O=[N+]([O-])c1ccc(OC/C=C2\Oc3ccc([N+](=O)[O-])cc3C2N2CCOCC2)cc1 (stereo unspecified)	-0.3	-6	-5	-2.0	-6	-0.8	-1.9	-3	23
15	COc1ccc(C(C(=O)NC2CCCC2)N2CCc3ccccc32)cc1 (stereo unspecified)	-1.4	-6	-3	-2.2	4	-1.4	2.0	-5	-7
16	CCCCNS(=O)(=O)c1ccc2nc(SCC(N)=O)[nH]c2c1	0.7	4	2	0.0	-6	-2.5	-2.4	-1	-20
17	CCOCCCNC(=O)C1(O)c2cc(Br)ccc2NC(=O)N1c1cccc(OC)c1 (stereo unspecified)	0.7	/	-9	-1.2	-12	-0.9	2.0	0	3
18	CSc1ccccc1C(=O)Nc1cc2c(cc1C(=O)O)OCCCO2	0.6	-18	-10	-0.1	-24	-3.4	-4.9	14	-10
19	O=C(COc1ccccc1)N(Cc1cccc(F)c1)C1CCS(=O)(=O)C1 (stereo unspecified)	-1.1	-20	2	0.2	-19	-3.4	-1.6	4	-5
20	CCc1ccc(CCC(=O)Nc2ccc(C(C)=O)cc2)o1	0.1	-14	-4	-2.2	-8	-1.9	-2.1	-2	21*
21	COc1ccc(CNC(=O)CCn2nc(C)c3c(C)n(-c4ccccc4)nc3c2=O)c(OC)c1	0.1	16	-7	-0.5	-17	-1.3	-1.4	4	-2
22	CN(C)c1ccc(C(=O)NNC(=O)Nc2ccccc2)cc1	0.6	2	-1	0.4	-4	-0.8	0.6	8	6
23	COc1ccccc1CN1CC(C(=O)NC2(c3ccccc3)CC2)CCC1=O (stereo unspecified)	0.9	26	-1	-0.4	-15	-0.3	-0.1	-7	-7
24	CC(=O)Oc1cc(O)c2c(c1)OC(c1ccc(OC(C)=O)c(OC(C)=O)c1)C(OC(C)=O)C2=O (stereo unspecified)	1.8	36	-9	2.0	-16	-2.9	-4.9	4	-7
25	N=c1sccn1CC(=O)NC(c1ccccc1)c1ccccc1	0.7	32	-7	0.8	9	-2.6	-3.2	-3	-8
26	CC(C)CC(=O)NC(NC(=S)Nc1cccc2cccnc12)C(Cl)(Cl)Cl (stereo unspecified)	14	60	-3	4.2	-5	-3.9	-1.7	-10	8
27	C=CCNC(=O)c1onc(CSc2cc(C)ccc2C)c1C(=O)O	2.4	7	-6	-0.8	-25	-2.1	-2.0	7	-19
28	CC(=O)Nc1ccc(NC(=O)COC(=O)c2ccco2)cc1	-0.2	32	-2	0.3	-5	0.7	0.4	-1	11
29	CCOc1ccccc1N(C(=O)CNC(=O)c1ccco1)C(C(=O)NC1CCCC1)c1cccnc1 (stereo unspecified)	0.5	18	-2	-0.2	-26	0.7	-0.9	0	-9
30	CCOc1cccc(N(C(=O)Cc2cccs2)C(C(=O)NC2CCCCC2)c2cccn2C)c1 (stereo unspecified)	1.0	11	-5	-1.7	-10	-1.3	-1.7	8	-6

(list continues)
entry	structure	V1R ag counter	PHOSPHO1 inh	GalR3 antag	OXTR agonist	FID counter	IMP-1 inhibitor	VIM-2 inhibitor	NS3 helicase inh	GPR7 antag
31	CCOC(=O)c1cc(/C(C)=N/OC(=O)c2ccc(Cl)cc2)on1	1.6	32	-2	-0.3	-7	-0.1	0.5	-2	0
32	Cc1ccc(N(Cc2ccccc2O)C(=O)c2ccccc2F)cc1	/	25	-7	/	-27	-2.3	-1.5	-1	-15
33	CCOC(=O)c1[nH]c2ccc(Br)cc2c1NC(=O)CCN1CCCCC1	/	-19	/	/	10	-2.1	-3.5	-2	-18
34	O=C(Cc1ccc(Cl)cc1)NCCS(=O)c1ccc(Cl)cc1 (stereo unspecified)	0.0	21	-2	1.1	-7	-1.6	-4.9	1	-6
35	CCOC(=O)N1CCN(C(=O)CSc2nc3c([nH]c4ccccc43)c(=O)n2CC)CC1	1.0	38	-4	-0.3	-37	-2.6	1.5	2	-7
36	CC(=O)OCC1=C(C(=O)O)N2C(=O)C(NC(=O)c3ccc(COc4ccc(Cl)cc4)o3)C2SC1 (stereo unspecified)	1.1	-20	0	-0.4	-37	1.3	-0.9	35	-6
37	CCOC(=O)c1sc(NS(=O)(=O)c2ccc(C)cc2)nc1C	-0.4	7	-7	0.4	-26	-2.1	-3.4	25	-6
38	CCN1CCCC1CNS(=O)(=O)c1c(C)cc(C)cc1C (stereo unspecified)	0.9	14	-9	1.1	1	-1.2	-1.1	-8	4
39	O=C(Nc1ccc(C(=O)N2CCOCC2)cc1)Nc1cccc(C(F)(F)F)c1	3.1	15	-7	3.3	-18	-4.3	-2.9	0	-3
40	CCOc1ccc(OCC)c(NC(=O)CN2CCC(NC(=O)c3cccc(F)c3)CC2)c1	-0.9	1	-3	-2.3	-15	-1.9	0.1	2	-6
41	O=C(CSc1nnc(Cc2ccccc2)o1)N1CCCc2ccccc21	-0.2	-27	3	2.8	-27	-1.8	-1.4	-12	2
42	Cc1ccc(-n2c3c(cc(C(=O)NC4CCSC4=O)c2=O)C(=O)CC(C)(C)C3)cc1 (stereo unspecified)	0.1	6	-2	0.1	-43	-5.8	-1.5	1	-7
43	Cc1nn(CC(=O)Nc2ccccc2C(F)(F)F)c(=O)c2cccn12	0.4	12	-7	-0.4	-8	0.7	1.7	15	31*
44	Cc1ccc(C2c3c(oc4cc(C)c(C)cc4c3=O)C(=O)N2CCCN2CCOCC2)cc1 (stereo unspecified)	0.1	3	2	0.3	0	-2.0	-0.9	-10	-10
45	Cc1ccc(-c2nnn(CC(=O)N(c3ccccc3)C(C(=O)NC3CCCC3)c3ccncc3)n2)o1 (stereo unspecified)	0.2	17	-8	0.3	-17	-1.3	-2.0	13	-9
46	COc1ccc(CCNC(=O)C2CCN(S(=O)(=O)c3ccc4c(c3)oc(=O)n4C)CC2)cc1OC	0.6	16	-9	-0.5	-22	-2.4	-5.5	6	-4
47	CSc1ccccc1NC(=O)CSc1nnc(COc2ccccc2)o1	-0.4	27	-3	-0.4	-25	-2.3	0.4	-5	1
48	NC(=O)c1sc2nc3c(c(-c4cccs4)c2c1N)CCCCC3	3.2	15	-2	-0.7	-3	-3.3	-3.5	0	-2
49	Cc1ccc(N2C(=O)[C@@H]3[C@H](C2=O)[C@H]2C=CC=NN2[C@@H]3C(=O)Nc2ccccc2)cc1	0.6	0	-2	-2.0	-10	-4.2	-4.0	16	-13
50	O=C(NCc1cccnc1)C1CCN(S(=O)(=O)c2cccnc2)CC1	-0.2	12	1	-1.2	-1	-4.1	-5.8	3	-10
51	O=C(O)c1cccc(NS(=O)(=O)c2ccc3c(c2)C(=O)c2ccccc2C3=O)c1	-0.9	2	-1	0.2	-7	0.1	4.5	-8	-8
52	COc1ccc(S(=O)(=O)NN(C)C)cc1N(C)S(=O)(=O)c1ccc(Cl)cc1	-0.3	-30	-2	0.1	-16	-2.6	-1.6	12	-5
53	CCOc1ccc2ccccc2c1/C=N/NC(=O)c1ccc(C)nc1	-1.6	42	-12	-1.9	-33	-3.2	-3.9	-11	-4
54	COc1ccccc1CN(C)C(=O)c1cnc(C)cn1	-0.1	-7	-10	0.4	-7	-2.1	-0.4	-4	-7
55	Cc1ccc(C(=O)Nc2ccc3nccnc3c2)cc1	0.0	56	-1	-0.4	-5	0.7	0.3	9	14
56	O=C(Cc1ccc(F)cc1)Nc1nnc(SCC(=O)N2CCCCC2)s1	0.9	57	-2	1.8	-6	-2.5	-1.0	5	-7
57	CCOC(=O)C1(Cc2cccc(OC)c2)CCN(Cc2ccc(OC)c(OC)c2)CC1	5.9	32	-6	5.6	30	-5.2	-3.3	-23	10
58	OC(CNCC1CCCO1)COc1ccc(OCC(O)CNCC2CCCO2)cc1 (stereo unspecified)	1.2	-3	/	2.9	16	-0.9	1.0	-6	0
59	CC(=O)NC(Cc1ccccc1)C(=O)NC(Cc1ccccc1)C(=O)O (stereo unspecified)	1.0	/	-4	1.0	-8	-3.2	-1.9	5	3
60	Cc1ccc(NC(=S)NNC(=O)CCn2cc(C)cn2)cc1	-0.1	69*	-6	-0.3	-5	-2.3	-2.4	12	-11
61	CN(C)c1ccc(C2OC(=O)C3(CCCC3)C(=O)C2(C)C)cc1 (stereo unspecified)	-0.4	-12	-7	0.6	-2	3.3	0.1	12	1
62	COc1cc(/C=N\NS(=O)(=O)c2ccccc2)cc(OC)c1OC	0.2	29	-8	0.2	-10	-4.1	-1.8	7	1
63	O=[N+]([O-])c1cc(/C=N/O)ccc1SCc1ccccc1Cl	-0.8	40	-4	-1.4	6	-1.2	-2.9	-1	-9

Grouped by structure: the entries above with a CF3 group (2)
entry	structure	V1R ag counter	PHOSPHO1 inh	GalR3 antag	OXTR agonist	FID counter	IMP-1 inhibitor	VIM-2 inhibitor	NS3 helicase inh	GPR7 antag
39	O=C(Nc1ccc(C(=O)N2CCOCC2)cc1)Nc1cccc(C(F)(F)F)c1	3.1	15	-7	3.3	-18	-4.3	-2.9	0	-3
43	Cc1nn(CC(=O)Nc2ccccc2C(F)(F)F)c(=O)c2cccn12	0.4	12	-7	-0.4	-8	0.7	1.7	15	31*
